VLA-4 inh: inhibition in human VLA-4 binding assay, primary screen, VLA-4 allosteric modulator project, MLPCN library, flow cytometry, VLA-4 expressing cells | hit rate 0.2% among 330,000 | Integrin alpha-4 (Homo sapiens), P13612 | ligand binding flow cytometry | inhibition, % (about 7 µM as worked out from the volumes in the protocol) | AID 2557, 2010; in the data active = inhibition above about 50%
Target sequence (P13612 whole entry, looked up): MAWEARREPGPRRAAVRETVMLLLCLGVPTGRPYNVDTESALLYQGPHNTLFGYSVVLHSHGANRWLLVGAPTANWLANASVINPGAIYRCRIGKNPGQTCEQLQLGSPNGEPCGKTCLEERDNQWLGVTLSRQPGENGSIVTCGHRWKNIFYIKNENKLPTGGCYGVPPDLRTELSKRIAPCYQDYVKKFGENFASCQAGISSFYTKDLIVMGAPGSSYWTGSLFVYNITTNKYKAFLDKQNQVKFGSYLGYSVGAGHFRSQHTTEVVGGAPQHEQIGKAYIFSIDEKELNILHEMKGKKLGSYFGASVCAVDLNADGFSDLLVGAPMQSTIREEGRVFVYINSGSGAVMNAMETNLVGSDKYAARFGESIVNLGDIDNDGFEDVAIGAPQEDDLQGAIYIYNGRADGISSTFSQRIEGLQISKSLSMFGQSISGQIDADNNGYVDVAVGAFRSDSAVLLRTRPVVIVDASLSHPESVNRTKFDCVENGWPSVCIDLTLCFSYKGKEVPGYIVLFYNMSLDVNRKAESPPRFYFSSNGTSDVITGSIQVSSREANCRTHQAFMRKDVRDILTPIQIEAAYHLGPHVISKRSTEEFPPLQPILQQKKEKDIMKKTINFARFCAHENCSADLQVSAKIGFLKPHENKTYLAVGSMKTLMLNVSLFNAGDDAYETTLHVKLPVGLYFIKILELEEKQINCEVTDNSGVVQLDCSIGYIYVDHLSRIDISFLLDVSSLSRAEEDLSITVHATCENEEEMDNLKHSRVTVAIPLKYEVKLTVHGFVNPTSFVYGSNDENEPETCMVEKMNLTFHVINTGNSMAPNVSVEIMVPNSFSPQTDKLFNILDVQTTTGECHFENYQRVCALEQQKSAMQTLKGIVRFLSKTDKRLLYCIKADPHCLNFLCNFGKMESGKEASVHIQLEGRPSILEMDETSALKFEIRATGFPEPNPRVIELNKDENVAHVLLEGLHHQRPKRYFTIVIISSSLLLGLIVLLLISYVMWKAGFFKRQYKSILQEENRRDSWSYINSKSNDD
BCLXL inh: inhibitors of human Bcl-xL, primary screen, biochemical, fluorescence polarization, HTS; hit rate 0.7% among 320,000; inhibition, % at 10.9 µM; AID 2129, 2009; Bcl-2-like protein 1 (Homo sapiens), Q07817; GST-Bcl-xL / FITC-Bim BH3 peptide fluorescence polarization;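 active = inhibition above the mean of all tested compounds plus 3 SD, cutoff set per campaign, cut at about 30% in these data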;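 also: 0% = DMSO wells and 100% = unlabeled Bim-BH3 peptide competitor; inhibitors lower millipolarization by displacing the labeled peptide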
GLD-1 RNA inh: GLD-1/TGE RNA complex disruptors, primary screen, biochemical, fluorescence polarization. inhibition, % at 5.96 µM. purified GLD-1 + fluorescein TGE RNA. Female germline-specific tumor suppressor gld-1 (Caenorhabditis elegans), Q17339. hit rate 0.44% among 320,000;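 active = percent inhibition above a per-plate cutoff, the plate mean of test compounds plus 3 SD, cut at about 30% in these data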;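 also: 0% = DMSO wells with GLD-1 and probe and 100% = wells lacking GLD-1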
GRK2 aptamer HTS: compounds blocking aptamer binding on GRK2 – biochemical, human GRK2, bead flow cytometry, HTS, primary screen; FAM-aptamer displacement from GRK2; hit rate 0.59% among 330,000; AID 488847, 2010; inhibition of aptamer binding, % at 10 µM; Beta-adrenergic receptor kinase 1 (Homo sapiens), P25098;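 active = inhibition of aptamer binding above 40%, roughly 3 SD of noise, on plates passing a quality check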;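 also: median bead fluorescence of bound FAM aptamer so fluorescent compounds give negative values; no value below 0 was filed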
CR mimetic SO: reduction of superoxide in aged yeast, primary screen, HTS. S. cerevisiae aged cells, superoxide DHE fluorescence; stronger effect = lower value. superoxide response (% of plate mean), % at 10 µM. hit rate 0.18% among 330,000;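 active = superoxide response under a set limit, about three screen SD below normal, cut at about 65% in these data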;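 also: yeast aged for seven days with compound at 30 °C before DHE staining; 100% = average MFI of all compound-treated wells on the plate with controls excluded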
CIT2-GFP yeast: modulators of CIT2-GFP expression in yeast, primary screen, S. cerevisiae, GFP fusion, multiplex flow cytometry, MLPCN library; S. cerevisiae CIT2-GFP strain, 3 h; 100 means same as DMSO wells; GFP response vs DMSO, % at 10 µM; hit rate 0.065% among 320,000;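 active = GFP response relative to DMSO above a set limit, near the screen mean plus 3 SD, cut at about 150% in these data; inconclusive = Fewer than 70 cells measured for a yeast strain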;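 also: ratio of well median GFP fluorescence to mean of DMSO wells on the plate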
AGP1 TOR yeast: modulators of AGP1-GFP expression in yeast TOR pathway, primary screen, cell-based, multiplex flow cytometry, S. cerevisiae, MLPCN library. 3 h; GFP as percent of DMSO wells. GFP response vs DMSO, % at 10 µM. hit rate 0.02% among 320,000. AID 2066, 2009;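 active = GFP response relative to DMSO above a set limit, near screen average plus 3 SD, cut at about 150% in these data; inconclusive = fewer than 70 cells counted for the yeast strain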;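 also: median GFP channel fluorescence of the gated AGP1 strain per well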
MCL1 BIM primary: inhibitors of MCL1 binding to BIM-BH3, primary screen, biochemical, fluorescence polarization | Induced myeloid leukemia cell differentiation protein Mcl-1 (Homo sapiens), Q07820 | GST-MCL1 / FITC-Bim-BH3 fluorescence polarization | inhibition, % at 10.9 µM | hit rate 0.68% among 320,000 | AID 2057, 2009;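 active = inhibition above the mean inhibition of all tested compounds plus 3 SD, set per campaign, cut at about 40% in these data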;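 also: 0% = DMSO wells and 100% = unlabeled Bim-BH3 peptide control; higher means more loss of mP so more displacement of Bim peptide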
MEX-5 binding: MEX-5 zinc finger RNA-binding disruptors – biochemical, C. elegans, fluorescence polarization, MLPCN library, primary screen. AID 1832, 2009. MEX-5/FITC-TCR2 RNA binding; stronger effect = lower value. activity score (negative = inhibition of binding), % at 10 µM. hit rate 0.38% among 300,000;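 active = inhibition past about -25% in most replicates, and total fluorescence under double the plate's negative control median, limit read from the data; inconclusive = replicates evenly split on the limit, or fluorescence at least double controls; inactive = too little inhibition in most replicates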;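 also: 0% = DMSO and -100% = 5 µM competing unlabeled TCR2 RNA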
* = called active by the depositor; ? = inconclusive; / = no result given; & = joins results of further samples; [ ] = remark or other dose. Outcome played no part in choosing rows. Share with any hit: about 2.1%.

SMILES	VLA-4 inh	BCLXL inh	GLD-1 RNA inh	GRK2 aptamer HTS	CR mimetic SO	CIT2-GFP yeast	AGP1 TOR yeast	MCL1 BIM primary	MEX-5 binding
CC1CC(C)CN(c2nc(N(C)c3ccccc3)nc(N)c2[N+](=O)[O-])C1 (centres undefined)	0	-1	2	2	98	79	97	-6	-3.9
COCCCn1c(N)c(-c2nc3ccccc3n2C)c2nc3ccccc3nc21	-9	-2	-10	0	71	?	30[may fluoresce violet]	-31	-34*
O=c1c(-c2ccc(Cl)cc2)c[nH]n1-c1ccccc1	-7	3	-4	0	116	108	107	-1	1.9
CC(=O)OCC(=O)c1c[nH]c2ccccc12	-26	-4	-1	1	120	100	97	-17	3.3
CCCCn1c(N)c(Sc2ccccc2)c(=O)[nH]c1=O	12	3	6	6	110	102	98	7	/
CC(C)CC(=O)Nc1cc(C(F)(F)F)ccc1N1CCOCC1	7	6	5	4	100	102	100	-1	0.5
CN1CCCC1CCNC1C2CC3CC(C2)CC1C3 (centres undefined)	-9	5	1	0	82	98	102	-2	0.8
CCN1CNC(=S)N(c2cccc(C)c2C)C1	1	8	2	3	103	91	94	13	-0.2
O=C(NC[C@@H]1CCCO1)c1cccc2c1C(=O)c1ccc(Cl)cc1S2(=O)=O	9	2	3	2	106	104	95	-2	/
CC(C)CCC(C(=O)O)C(C)CC(=O)NNC(=O)c1ccco1 (centres undefined)	4&-4	-2&2	6&1	1&0	87&110	105&94	100&90	-7&6	-0.2&4.2
Brc1nc(Br)n(Cc2ccccc2)n1	5	6	3	0	85	96	89	7	-0.6
O=C(Nc1ccc(F)cc1)c1nc[nH]c1C(=O)O	12	2	-10	0	93	100	93	8	-0.2
CCNS(=O)(=O)c1ccc(CCC(=O)NCc2ccc3c(c2)OCO3)cc1	30	1	2	0	96	104	100	0	-2.3
CCCOC1CCCN(C(=O)c2cc(COc3ccc(F)c(F)c3)on2)C1 (centres undefined)	1	1	-4	0	99	91	95	3	-2.8
O=C(Nc1ccccc1)C1CCCCN1S(=O)(=O)c1ccccc1 (centres undefined)	-5	1	4	0	117	107	105	6	-1.6
Cc1ccc(S(=O)(=O)NC(=O)COc2ccccc2C)c(C)c1	6	4	7	2	111	96	93	8	-4.7
Cc1ccnc(NC(=O)c2ccc(C(=O)c3ccccc3)cc2)c1	-7	5	3	0	86	101	100	-3	3.0
COc1ccc(-c2csc3nc(C(C)C)oc(=O)c23)cc1OC	0	-1	4	1	101	94	92	1	-1.3
O=C(O)C1CC(=O)N(c2ccc(F)c(F)c2)C1 (centres undefined)	-13	10	4	0	107	98	102	8	0.8
c1ccc(COC2CCCN(Cc3nc(-c4cnccn4)no3)C2)cc1 (centres undefined)	12	-4	-5	2	93	102	102	-2	-2.7
Cc1noc(C)c1CSc1nc2sc(C)c(C)c2c(=O)n1C1CCCC1	4	1	2	3	101	96	97	0	-1.6
COc1cc(NC(=O)c2[nH]c(C)c(C(C)=O)c2C)cc(OC)c1OC	1	-1	-3	0	94	104	100	0	-1.2
O=C(O)CSc1nnnn1C1CCCCC1	2	4	2	0	112	/	94	6	2.9
O=C(NC(=S)Nc1cccc2c(O)cccc12)c1ccccc1[N+](=O)[O-]	2	31*	-2	3	107	98	95	48*	-3.4
Cn1c(=O)oc2cc(S(=O)(=O)Nc3ccc4c(c3)OCO4)ccc21	-68	-3	-2	2	96	109	104	-10	1.8

(next part)
SMILES	VLA-4 inh	BCLXL inh	GLD-1 RNA inh	GRK2 aptamer HTS	CR mimetic SO	CIT2-GFP yeast	AGP1 TOR yeast	MCL1 BIM primary	MEX-5 binding
Clc1ccccc1CN1CCSCC1	1	7	8	0	95	114	106	14	0.7
Cc1nn(-c2ccccc2)c2nc(N)c(C(N)=O)cc12	6	0	-1	0	95	112	112	2	-0.1
Cc1cc(=O)n2[nH]c(SCc3ccccc3Cl)nc2n1	-7	5	-6	2	99	106	108	8	0.0
CC(=O)NC1=NN(C(C)=O)C(C)(c2ccc3ccccc3c2)S1 (centres undefined)	-4	-4	-1	0	106	90	101	-2	0.5
Cn1cccc1C(=O)N/N=C/c1c(Cl)cccc1Cl	-3	-1	1	4	88	107	95	-1	1.7
CCCc1cc2c(=O)c(-c3cscn3)c(C(=O)OCC)oc2cc1O	11	0	7	3	99	91	99	0	0.0
CN(C)S(=O)(=O)c1ccc(C(=O)Nc2ccccn2)cc1	3	5	5	0	98	53	62	5	2.1
O=C(NCC1CCCO1)C(=O)NCC(c1ccco1)N1CCN(c2ccccc2F)CC1 (centres undefined)	19	3	-4	0	103	101	104	14	0.3
Cc1cc(C)c(CNC(=O)c2cc(C3CC3)nc3c2cnn3C(C)C)c(=O)[nH]1	-6	-4	-4	2	112	91	93	-1	/
O=C(NCCc1ccccc1)C(=O)NCC1OCCN1S(=O)(=O)c1ccc(Cl)cc1 (centres undefined)	6	-1	-1	0	99	90	107	-7	/
O=C(Nc1nccs1)c1cncc(Br)c1	16	-6	-1	0	112	97	103	-7	0.1
CCC(=O)NC1(C(F)(F)F)C(=O)Nc2c1c(=O)[nH]c(=O)n2CC(C)C (centres undefined)	12	1	6	0	101	95	103	-2	1.2
CCCCn1c(N)c(N(CC(C)C)C(=O)c2ccc(Br)o2)c(=O)[nH]c1=O	16	-4	-1	/	94	101	111	0	0.8
CCCCN(CC)C(=O)Cn1cnc2sc(C)c(S(=O)(=O)N3CCC(C)CC3)c2c1=O	5	6	6	2	95	105	110	6	-1.7
COc1ccc(CCN=C(N)NS(=O)(=O)c2ccc(OC)cc2)cc1	2	0	0	3	99	99	94	8	1.1
Nc1ccc2c(c1)C(=O)N(CC1CCCO1)C2=O (centres undefined)	2	20	12	3	124	92	91	20	-3.6
CC1CCCCN1C(=O)c1cc2ccccc2cc1O (centres undefined)	-8	3	4	0	92	102	101	3	2.7
Cc1c(NC(=O)CN(C)CC(=O)Nc2ccc(F)c(F)c2F)c(=O)n(-c2ccccc2)n1C	9	/	0	0	91	104	95	/	/
Cc1cccc(C(=O)NCC(=O)OCC(=O)NCCNC(=O)COC(=O)CNC(=O)c2cccc(C)c2)c1	6	-2	0	1	103	94	97	-4	1.2
COc1cc(NC(=O)Cc2ccccc2)nc(OC)n1	-1	4	-4	2	87	96	91	5	1.0
CC1CCCN(c2ccc(C(=O)NCc3ccco3)cc2[N+](=O)[O-])C1 (centres undefined)	-14	2	0	0	91	101	106	-3	-4.0
CCOC(=O)c1c(NC(=O)CN2CCCCC2)sc2c1CCC(C=O)=C2Cl	-41	9	3	2	97	98	98	18	1.8
CCC1CCCCN1C(=S)Nc1ccc(S(=O)(=O)Nc2ncccn2)cc1 (centres undefined)	-4	4	5	0	83	108	101	2	-1.3
CCCN=C(C)c1c(-c2ccccc2)[nH]n(-c2nc3ccccc3s2)c1=O	13	0	3	0	106	/	99	-2	0.4
COCCn1c(C)cc(C(=O)CSc2cc(C)c3ccc(OC)cc3n2)c1C	12	8	7	1	95	95	94	5	-1.3

The list continues:
SMILES	VLA-4 inh	BCLXL inh	GLD-1 RNA inh	GRK2 aptamer HTS	CR mimetic SO	CIT2-GFP yeast	AGP1 TOR yeast	MCL1 BIM primary	MEX-5 binding
CCOc1ccccc1OCC(=O)Nc1ccc2[nH]c(=O)[nH]c2c1	-16	7	1	4	121	88	88	12	/
CCOC(=O)N1CCC(NC(=O)c2sc3nc4n(c(=O)c3c2C)CCCC4)CC1	2	-1	-4	4	115	101	104	0	1.4
CCOc1ccc2nc(NC(=O)CN3CCN(c4ccccn4)CC3)sc2c1	4	3	0	4	97	92	108	8	2.7
CNC(=O)/C(C#N)=C/c1ccc(-c2ccc(OC)cc2[N+](=O)[O-])o1	-5	8	5	0	97	99	/	11	-1.8
O=C1CC2CS(=O)(=O)CC2N1C1CCCCC1 (centres undefined)	11	0	-4	0	95	104	106	-8	-1.3
CCOC(=O)c1ccc(NC(=O)C2CCN(S(=O)(=O)c3ccccc3)CC2)cc1	-11	-1	1	0	112	100	97	4	3.0
COc1cc(C2C(C(=O)c3ccco3)=C(O)C(=O)N2Cc2ccccc2)ccc1O (centres undefined)	-11	1	4	0	115	108	107	3	2.3
CCOC(=O)C1CCCN(C(=O)COc2ccc(S(=O)(=O)N3CCOCC3)cc2)C1 (centres undefined)	13	/	3	1	97	85	92	/	/
Clc1nc(-c2n[nH]nc2Cl)n[nH]1	-30	5	-1	1	108	111	103	-1	3.2
O=C(CN1C(=O)c2ccc([N+](=O)[O-])cc2C1=O)NCC1CCCO1 (centres undefined)	-4	-2	-12	0	100	104	111	-10	0.8
Cc1ccc(S(=O)(=O)Nc2ccccc2CNc2ccc(Br)cn2)cc1	14	5	9	2	93	96	102	9	-0.5
Cc1ccc(S(=O)(=O)N2C(=O)C(C)SC2=Nc2ccccc2)cc1 (centres undefined)	-7	7	-4	0	124	100	95	5	-0.9
CCC1Oc2ccccc2N(CC(=O)NCC2CCCO2)C1=O (centres undefined)	9	2	-8	1	93	94	102	0	-0.2
Cc1ccc2nsnc2c1NC(=O)c1ccc(-c2cc(Cl)ccc2Cl)o1	-38	2	2	2	99	105	/	2	2.9
COc1ccc(CN2CC(C(=O)NCc3cccc(OC)c3)CC2=O)cc1 (centres undefined)	-13	2	2	1	105	109	94	0	-2.7
Cc1cc(C)cc(N(CC(=O)Nc2ccc(C)cc2Cl)S(=O)(=O)c2c(C)[nH]c(=O)[nH]c2=O)c1	-9	8	3	4	102	115	106	5	-0.1
COc1ccc(NC(=O)CSc2nc3cccnc3n2C)cc1	11	-4	-2	0	111	88	86	3	0.2
C=CC[n+]1c(/C=C/c2ccc(OC(C)=O)c(OC)c2)ccc2ccccc21	-18	8	-10	0	110	89	89	7	-1.1
C#CCOCCOCCOCCNc1nc(N2CCN(C(=O)CCCCCCCCCCNC(=O)[C@H]([C@@H](C)CC)n3cc(CCCCN=C(N)N)nn3)CC2)nc(N2CCN(C(=O)CCCCCCCCCCNC(=O)[C@H](CCCN=C(N)N)n3cc(C[C@@H](C)CC)nn3)CC2)n1	-2	-4	-1	0	107	96	93	10	/
COc1ccc(CCNS(=O)(=O)c2cccc(C(=O)O)c2)cc1OC	-3	3	-5	0	84	114	109	-2	1.2
COc1ccc(NC(=O)C2CCCN(C)C2)cc1OCC(C)C (centres undefined)	-1	3	-2	0	93	96	100	5	0.5
COc1ccccc1Nc1nc(=O)[nH]nc1C	21	2	-7	1	109	91	97	1	1.1

Source: PubChem
